Screens: PubChem BioAssay, National Center for Advancing Translational Sciences (NCATS)
Nrf2 activator – activates Nrf2 signaling | hit rate 0.31% among 410,000 | Potency, µM (doses to about 46.1 µM), for inactives: top-dose activation, hits mostly activators | AREc32 ARE-luciferase reporter (MCF7-derived line), luminescence, 24 h; further: % of control where 0% means no effect; nearly all actives have a fitted effect of over 65% in size
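ARE activation measured as luciferase luminescence (Steady-Glo, 30 min RT) in AREc32_Fluc cells after 24 hr compound exposure at 37 deg C, 5% CO2; cells seeded overnight at 1000/well in OPTI-MEM, 5% FBS.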
MCF10A rerep – DNA re-replication induction in MCF 10a cells; MCF 10A DNA re-replication, Hoechst nuclear intensity, 48 h; Potency, µM (highest dose often 46.1 µM), for inactives: at the top dose activity, positive = re-replication, most hits filed as activators; hit rate 2.9% among 350,000; AID 624296; further: % of control where 0% means no effect; nearly all actives have a fitted effect of over 50% in size
ATXN viability – reduces viability in counter-screen for ATXN expression inhibitors. Potency, µM (series often up to 56.7 µM), hits mostly cytotoxic. hit rate 0.49% among 400,000. S2 cells (HEK-293 line with an ATXN2-luciferase reporter) viability, CellTiter-Fluor protease fluorescence, 24 h; further: nearly all actives have a fitted effect of over 40% in size
TGFb inhibitor – blocks TGF-b signaling; hit rate 1.2% among 410,000; Potency, µM (titrated, usually from 46.1 µM), for inactives: at the top dose activity, negative = inhibition, hits mostly inhibitors; AID 588855; HepG2 CAGA-GFP TGF-b/SMAD3 reporter, GFP fluorescence, 18 h; TGF-beta stimulated, 500 pg/mL final; further: on the % scale 0 is the no-effect control and ±100 the full control effect; nearly all actives have a fitted effect of over 65% in size
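TGF-beta reporter screen: HEPG2 CAGA-GFP, 1% FBS, 500 pg/mL TGF-beta final, 18 h; per-cell GFP summed per well; curves fitted and categorized by class.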
Nrf2 block – inhibitors of Nrf2 signaling; Potency, µM (highest dose often 46 µM), inactives show at the top dose activity change, negative = inhibition, most hits filed as inhibitors; A549 ARE-Fluc reporter, luciferase luminescence, 18-24 h; hit rate 2.1% among 360,000; AID 504444; further: on the % scale 0 is the no-effect control and ±100 the full control effect; nearly all actives have a fitted effect of over 60% in size
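Nrf2 function is reported as luminescence of an ARE-controlled luciferase in A549 cells. Compounds were tested at several concentrations, and a CellTiter-Fluor read on the same wells flagged cytotoxicity.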
A549 viability – counter-screen for Nrf2 inhibitors: cytotoxicity in A549 cells | A549 ARE-Fluc cells, CellTiter-Fluor viability, 18-24 h | Potency, µM (doses to about 46 µM), for inactives: at the top dose activity change, negative = cytotoxicity, usual class: inhibitors | hit rate 0.16% among 390,000; further: on the % scale 0 is the no-effect control and ±100 the full control effect
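A549 ARE-Fluc cells in 5% FBS OPTI-MEM, 5000 cells/well, rested 2 h then exposed to compounds in concentration-response for 18-24 h at 37 °C. Viability by CellTiter-Fluor fluorescence (Ex 405/Em 525) after 30 min; luciferase luminescence (BugLite, 15 min, RT) read afterwards.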
EPAC2 antagonist – blocks human EPAC2 exchange factor; Q8WZA2; EPAC2 GEF exchange of Rap1B-BODIPY-GDP, fluorescence; Potency, µM (top dose mostly 114 µM), inactives show top-dose activity, negative = inhibition, most hits filed as inhibitors; hit rate 0.18% among 360,000; AID 720708; further: on the % scale 0 is the no-effect control and ±100 the full control effect; nearly all actives have a fitted effect of over 45% in size; many of its hits are not listed in these tables
Target sequence (Q8WZA2 whole entry, looked up): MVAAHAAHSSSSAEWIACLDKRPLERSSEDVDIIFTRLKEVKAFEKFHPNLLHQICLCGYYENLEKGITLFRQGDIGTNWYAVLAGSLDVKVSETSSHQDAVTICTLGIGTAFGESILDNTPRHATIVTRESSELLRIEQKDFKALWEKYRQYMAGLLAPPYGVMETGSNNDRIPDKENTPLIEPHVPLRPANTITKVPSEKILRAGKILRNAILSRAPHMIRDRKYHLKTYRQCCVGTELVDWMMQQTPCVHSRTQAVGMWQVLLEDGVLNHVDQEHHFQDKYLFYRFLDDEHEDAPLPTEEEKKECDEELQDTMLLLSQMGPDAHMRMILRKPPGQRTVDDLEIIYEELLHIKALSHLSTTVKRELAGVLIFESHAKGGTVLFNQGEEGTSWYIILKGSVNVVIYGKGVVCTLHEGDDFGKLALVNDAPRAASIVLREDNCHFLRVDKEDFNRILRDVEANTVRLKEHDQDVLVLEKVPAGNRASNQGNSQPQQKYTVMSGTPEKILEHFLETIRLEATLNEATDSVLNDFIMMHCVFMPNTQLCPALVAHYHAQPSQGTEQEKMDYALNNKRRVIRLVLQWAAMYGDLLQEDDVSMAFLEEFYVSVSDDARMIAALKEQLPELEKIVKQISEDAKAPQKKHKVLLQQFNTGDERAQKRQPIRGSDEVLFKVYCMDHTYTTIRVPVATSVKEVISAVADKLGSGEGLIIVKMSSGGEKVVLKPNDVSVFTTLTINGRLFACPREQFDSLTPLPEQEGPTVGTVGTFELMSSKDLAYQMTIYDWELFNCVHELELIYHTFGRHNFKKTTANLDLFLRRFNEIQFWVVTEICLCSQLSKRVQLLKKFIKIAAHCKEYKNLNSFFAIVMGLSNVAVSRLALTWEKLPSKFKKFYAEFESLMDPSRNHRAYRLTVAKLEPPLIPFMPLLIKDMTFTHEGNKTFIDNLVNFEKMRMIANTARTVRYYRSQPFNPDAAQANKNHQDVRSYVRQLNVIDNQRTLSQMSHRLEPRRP
HepG2 viability – counter-screen for TGF-b inhibitors: cytotoxicity in HepG2 cells; Potency, µM (highest dose often 46.1 µM), inactives show top-dose activity change, negative = cytotoxicity, usual class: cytotoxic; HepG2 CAGA-GFP viability, ATP luminescence, 18 h; hit rate 0.76% among 410,000; AID 588856; further: some results filed as inactive show a strong effect at the top dose
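HepG2 CAGA-GFP cells (1000/well, DMEM with 1% FBS) received compound, then TGF-beta at 500 pg/mL final, and were incubated 18 hours at 37 degrees C. Viability was read by CellTiter-Glo luminescence. Media-only wells were set as complete cell-killing and DMSO as no toxicity.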
ATXN2 expr inh – ATXN2 expression inhibition; HEK-293 ATXN2-luciferase reporter, luminescence, 24 h; Potency, µM (titrated, usually from 57 µM), without a hit: at the highest dose activity change, negative = inhibition, most hits filed as inhibitors; hit rate 0.72% among 360,000; AID 1745845; further: on the % scale 0 is the no-effect control and ±100 the full control effect; nearly all actives have a fitted effect of over 55% in size
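ATXN2-luciferase reporter cells (luciferase flanked by upstream and downstream ATXN2 gene portions) were treated 24 h at 37 °C with compounds at up to 57 uM. SteadyGlo luminescence gave expression; GF-AFC fluorescence gave viability.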
Numbers without * were called inactive; i = inactive; ? = inconclusive; nt = not tested or not shown; & = joins results of further samples; [ ] = another dose, or the depositor's remark. The call rests on the fitted dose curve; in most records, active means well fitted curve in the direction sought with a large enough effect; inconclusive means small, poorly fitted or top-dose-only effect, or another doubt; inactive means no such curve, though single readings can be large; an effect the other way counts as inactive or inconclusive. Potency means the concentration at half of the fitted maximal effect. Not all compounds are listed; rates above refer to the full screens.

structure,Nrf2 activator,MCF10A rerep,ATXN viability,TGFb inhibitor,Nrf2 block,A549 viability,EPAC2 antagonist,HepG2 viability,ATXN2 expr inh
O=C(C[n+]1cc(-c2ccc(Cl)cc2)n2c1CCC2)Nc1nc(-c2ccccc2)cs1,4.0%,0%,i,-18%,-18%,-7%,2%,-30%,nt
CCNC(=S)N(CCc1c(C)[nH]c2ccc(Cl)cc12)Cc1cccnc1,0.3%,?,i,-13%,1%,-3%,-5%,-5%,-23%
CSc1n[nH]c(-c2sccc2OCc2ccc(C)cc2)n1,0.2%,19%,i,-17%,?,0%,-7%,-18%,-12%
Cn1c(=O)n(CC(N)=O)c(=O)c2c1nc1n2CCCN1Cc1ccccc1,0.3%,8%,i,-1%,-11%,4%,-2%,2%,-16%
O=C(COC(=O)C1CCN(c2ccc(C(F)(F)F)cn2)CC1)Nc1ccc(Cl)cc1,0.8%,0%,i,13%,3%,0%,-10%,-13%,-9%
CN(C)CCCNC(=O)/C=C/c1ccc2c(c1)OCO2,-0.4%,13%,i,-11%,-15%,-9%,2%,39%,3%
Cn1c(=O)c2c(nc(N3CCN(C(=O)c4ccco4)CC3)n2CCSc2ncccn2)n(C)c1=O,0.8%,6%,i,10%,5%,1%,8%,1%,-9%
O=C(Nc1ccc2c(c1)OCCO2)C1CCCC1,-0.7%,-9%,?,-9%,?,-1%,2%,-27%,nt
COc1ccc(C(CNC(=O)CNC(=O)c2ccccc2Cl)N2CCCC2)cc1 (configuration not stated),0.4%,24%,i,1%,6%,-1%,3%,0%,13%
Cc1cccc(C(=O)N2CCN(c3ccc(N4CCOCC4)nn3)CC2)c1,-0.8%,-1%,i,1%,-6%,1%,0%,-21%,-5%
CC(NC(=O)c1cc(S(=O)(=O)N2CCOCC2)ccc1F)c1ccc(-n2ccnc2)cc1 (configuration not stated),-1.1%,-1%,i,-3%,?,0%,15%,-14%,3%
COc1cccc2c1cc1c(=O)n(CC(=O)N3CCN(c4cccc(C)c4C)CC3)nc(C)n12,-0.3%&-0.8%,-10%,i,8%&0%,3%&13%,0%&3%,8%,6%&-3%,12%
CCOc1ccc(CN(C)CC(=O)NNC(=O)c2ccc(Cl)cc2)cc1OC,0.2%,1%,i,-6%,-3%,-1%,1%,10%,-7%
Cc1cccc(C(=O)NCC(=O)OCC(=O)N2CCc3ccccc32)c1,3.0%,-1%,nt,1%,2%,3%,1%,-14%,207%[activator]
COc1cccc(-c2nc(SCc3cc(=O)c4cc(Cl)ccc4[nH]3)n[nH]2)c1,1.2%,nt,?,-1%,nt,1%,nt,2%,-17%
COCCCNC(=O)C[C@H]1C[C@H](C(=O)N(C(C)C)C(C)C)[C@@]2(C)c3[nH]c4cc(-c5ccco5)ccc4c3CCN2C1=O,?,30%,i,11µM*,?,-6%,-6%,-22%,-18%
COc1ccccc1CNC(=O)CCc1cn(C)c2ccccc12,0.1%,9%,i,-4%,24%,-2%,2%,-17%,-1%
COc1ccc(NC(=O)CN2CCN(CC(=O)Nc3ccc(OC)c(OC)c3)CC2)cc1,-0.7%,8%,i,4%,7%,12%,2%,-6%,0%
COc1cc(-c2noc(C)c2C(=O)NCCc2cccs2)cc(OC)c1OC,0.5%,?,i,3%,-3%,-6%,12%,-1%,-3%
COc1ccccc1/C=C(\NC(=O)c1ccccc1)C(=O)NCc1ccco1,0.2%,0%,i,-3%,-11%,-3%,-16%,1%,4%
C=C(C)c1cccc(C(C)(C)NC(=O)N2CCN(CC)CC2)c1,0.1%,3%,i,-2%,2%,-7%,5%,6%,-3%
CCOc1ccc(C(=O)NC(=S)Nc2ccc(N3CCOCC3)c(Cl)c2)cc1[N+](=O)[O-],2.3%,2%,i,-1%,?,8%,-5%,-32%,-8%
CC[n+]1c(/C=C(\C)Nc2ccccc2)sc2ccccc21,6.8%,12%,i,6%,-15%,1%,2%,28%,?
CC(=O)Nc1c(C)nn(-c2ccccc2)c1N1CCC(C(=O)Nc2ccccc2C(F)(F)F)CC1,4.1%,nt,nt,9%,nt,0%,nt,1%,nt

Molecules listed so far that have fluorine:
structure,Nrf2 activator,MCF10A rerep,ATXN viability,TGFb inhibitor,Nrf2 block,A549 viability,EPAC2 antagonist,HepG2 viability,ATXN2 expr inh
O=C(COC(=O)C1CCN(c2ccc(C(F)(F)F)cn2)CC1)Nc1ccc(Cl)cc1,0.8%,0%,i,13%,3%,0%,-10%,-13%,-9%
CC(NC(=O)c1cc(S(=O)(=O)N2CCOCC2)ccc1F)c1ccc(-n2ccnc2)cc1 (configuration not stated),-1.1%,-1%,i,-3%,?,0%,15%,-14%,3%
CC(=O)Nc1c(C)nn(-c2ccccc2)c1N1CCC(C(=O)Nc2ccccc2C(F)(F)F)CC1,4.1%,nt,nt,9%,nt,0%,nt,1%,nt

The results go on:
structure,Nrf2 activator,MCF10A rerep,ATXN viability,TGFb inhibitor,Nrf2 block,A549 viability,EPAC2 antagonist,HepG2 viability,ATXN2 expr inh
COc1ccc(N/N=C(\C#N)C(=N)N2CCCCC2)cc1,3.9%,1%,?,0%,4%,-11%,-1%,5%,nt
Cc1ccc(C(=O)OCC(=O)Nc2sccc2C(N)=O)cc1NC(=O)c1ccco1,3.0%,6%,i,6%,?,-8%,9%,1%,1%
CC(/C=N/NC(=O)c1cccnc1)=C\c1ccco1,?,24%,i,-2%,12%,7%,-5%,-1%,28%
Cc1ccc(OCC(=O)Nc2ccc(CN3CCOCC3)cc2)cc1,-1.0%,6%,i,0%,-9%,2%,1%,-16%,-8%
CC(CN1CCOCC1)OC(=O)C1COc2ccccc2O1 (configuration not stated),-0.6%,-2%,i,-2%,4%,0%,3%,9%,nt
CCc1ccccc1NS(=O)(=O)c1c(C(=O)N2CCCCCC2)c(C)n(C)c1C,-0.7%,1%,i,1%,-11%,1%,0%,-3%,-8%
COc1ccc(N=N/C(=C\O)C(=O)c2cccs2)cc1,8.1%,?,?,?,?,-17%,-12%,-20%,?
CNc1cncc(-c2ccc(F)c(F)c2)n1,1.8%,nt,i,17%,nt,nt,-11%,-4%,2%

The list goes on; it opens with the 2 that closed the last part.
| Structure | Nrf2 activator | MCF10A rerep | ATXN viability | TGFb inhibitor | Nrf2 block | A549 viability | EPAC2 antagonist | HepG2 viability | ATXN2 expr inh |
| --- | --- | --- | --- | --- | --- | --- | --- | --- | --- |
| COc1ccc(N=N/C(=C\O)C(=O)c2cccs2)cc1 | 8.1% | ? | ? | ? | ? | -17% | -12% | -20% | ? |
| CNc1cncc(-c2ccc(F)c(F)c2)n1 | 1.8% | nt | i | 17% | nt | nt | -11% | -4% | 2% |
| COC(=O)C(CCSC)NC(=O)c1cc2c(n(-c3ccc(Cl)cc3)c1=O)CCCC2=O (configuration not stated) | 4.5% | nt | i | 0% | -2% | -1% | nt | -26% | -3% |
| COc1cccc(-c2nc(S(=O)(=O)c3ccccc3)c(N3CCCCC3)o2)c1 | 3.7% | nt | i | 0% | ? | 3% | nt | -31% | -3% |
| CCC(=O)N1CCc2cc(S(=O)(=O)CCC(=O)NCc3ccccc3OC)ccc21 | -0.8%&-0.4% | -1% | i | 5%&0% | 3%&-10% | 0%&9% | 33%[activator] | 7%&-28% | -5% |
| O=C(c1cc(C2CC2)nc2ccccc12)N1N=C(C(F)F)CC1(O)C(F)F (configuration not stated) | -0.3% | ? | i | -28% | -13% | -5% | -4% | -23% | -10% |
| Cn1cc([N+](=O)[O-])c(C(=O)NC2CCCCCC2)n1 | 0.2% | 12% | i | -13% | -7% | 3% | 6% | -12% | 0% |
| CSc1ncnc2c1ncn2CCCNCc1ccccc1 | 4.7% | nt | i | 12% | nt | nt | 7% | -7% | 0% |
| O=S(=O)(c1ccc(Br)cc1)N1CCN(c2ccc3nnc(-c4ccccc4)n3n2)CC1 | -0.4% | 0% | i | 2% | 2% | -1% | 5% | 10% | 5% |
| COc1ccccc1C(=O)NCC(=O)N/N=C/c1cn[nH]c1-c1ccccc1 | 2.0% | -10% | ? | 5% | ? | -10% | 1% | -9% | -17% |
| Cc1ccc(C(=O)N2CCCN(c3nc4cc5c(cc4cc3C#N)OCO5)CC2)cc1 | 1.6% | 8.2µM* | i | -21% | ? | -3% | 1% | -3% | -28% |
| Cc1ccc2nc(-c3ccc(F)cc3)c(CC3CCCCC3)n2c1 | 10% | nt | ? | nt | nt | nt | ? | nt | 4% |
| COc1ccc(C(=O)C2CCCN(S(=O)(=O)N(C)C)C2)c(C)c1 (configuration not stated) | -0.6% | 3% | i | 1% | -6% | 2% | 0% | -13% | -16% |
| CCC1=C(c2ccc(C)cc2)S(=O)(=O)N=C1N1CCC(C(=O)NCCc2ccc(Cl)cc2)CC1 | -0.8% | nt | nt | 13µM* | ? | -23% | nt | -22% | nt |
| CC(C1CC1)N(Cc1ccccc1)C(=S)Nc1ccccc1Cl (configuration not stated) | 1.6% | ? | i | ? | 29µM* | -12% | -7% | 0% | -7%[11.3 µM] |
| Cc1[nH]c2ccccc2c1C(=O)C(=O)NCCC1=CCCCC1 | 2.4% | 14% | i | -4% | -28% | 1% | -1% | -1% | -1% |
| Cc1ccccc1N1C(=O)CC(N(O)c2ccccc2)C1=O (configuration not stated) | 13% | 4% | i | -6% | 14% | 3% | -2% | -15% | 2% |
| COc1ccc(-c2noc(CSc3ccc(C)cc3)n2)cc1 | 2.4% | ? | i | -9% | 9% | 3% | 4% | -17% | 28% |
| COc1ccc(-c2ccc(C#N)c(SCC(=O)NCc3ccco3)n2)cc1OC | 0.0% | ? | i | 0% | -8% | -1% | 20% | 8% | -8% |
| COc1ccc(/C=C(/NC(=O)c2cccc([N+](=O)[O-])c2)C(=O)O)cc1OC | -0.7% | 0% | i | -2% | -5% | 1% | -6% | -4% | 0% |
| C[C@@H]1CN(S(=O)(=O)c2c(F)cccc2F)CCN1S(=O)(=O)c1ccc2c(c1)OCCO2 | 0.4% | 3% | i | ? | -16%&-7% | 3%&-3% | -6% | 1% | -16% |
